Screening results: PubChem BioAssay, National Center for Advancing Translational Sciences (NCATS)
Pol eta inh = blocks human DNA polymerase eta activity | Q9Y253 | recombinant Pol eta, fluorescent DNA replication assay | Potency, µM (series often up to 114 µM), without a hit: at the top dose activity change, negative = inhibition, hits mostly inhibitors | actives 1.2% (n = 390,000); further: on the % scale 0 is the no-effect control and ±100 the full control effect
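Pol eta (10 nM) was preincubated with compounds for 15 min at room temperature, after which fluorescent replication substrate (50 nM final) was added to start the reaction. Fluorescence was read kinetically at 0 and 10 min.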
POLB inh = blocks human DNA polymerase beta activity; P06746; Pol beta primer extension/strand displacement, fluorescence kinetic; Potency, µM (titrated, usually from 114 µM), inactives show at the top dose activity change, negative = inhibition, hits mostly inhibitors; actives 1.3% (n = 340,000); AID 485314; further: on the % scale 0 is the no-effect control and ±100 the full control effect
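Enzyme-only controls used 10 nM Pol beta; buffer lacking enzyme served as negative control. Compound preincubated 15 min, then 50 nM substrate added; 0 and 10 min reads at room temperature.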
APE1 inh = APE1 (human) endonuclease inhibition. P27695. recombinant APE1, TAMRA/BHQ-2 abasic DNA cleavage fluorescence. Potency, µM (highest dose often 65.8 µM), for the others: at the top dose activity change, negative = inhibition, most hits filed as inhibitors. actives 0.35% (n = 350,000). AID 2517;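 further: plate controls were vehicle for no effect and reference inhibitor for full effect; nearly all actives have a fitted effect of over 55% in size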
Target sequence (P27695 whole entry, looked up): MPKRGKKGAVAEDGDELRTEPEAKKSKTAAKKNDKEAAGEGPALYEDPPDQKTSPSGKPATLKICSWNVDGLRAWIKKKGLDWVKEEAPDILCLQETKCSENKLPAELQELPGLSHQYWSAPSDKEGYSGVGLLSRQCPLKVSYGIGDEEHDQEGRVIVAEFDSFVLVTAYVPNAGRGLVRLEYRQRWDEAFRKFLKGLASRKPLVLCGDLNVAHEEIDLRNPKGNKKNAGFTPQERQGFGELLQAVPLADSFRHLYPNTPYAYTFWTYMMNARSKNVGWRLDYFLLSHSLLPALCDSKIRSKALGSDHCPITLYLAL
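Enzyme (0.75 nM final) and test compound are incubated 15 min at room temperature before adding 50 nM quenched THF abasic-site duplex. Cleavage dequenches TAMRA, followed at 525/598 nm over three reads one minute apart.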
Apoferritin bind = binds horse apoferritin like a general anesthetic | P02791 | apoferritin/1-aminoanthracene competitive binding, fluorescence | actives 0.074% (n = 350,000) | Potency, µM (highest dose often 77.5 µM), for inactives: at the top dose activity change, negative = displacement, usual class: inhibitors; further: on the % scale 0 is the no-effect control and ±100 the full control effect; nearly all actives have a fitted effect of over 20% in size
Target sequence (P02791 2-175 limits assumed): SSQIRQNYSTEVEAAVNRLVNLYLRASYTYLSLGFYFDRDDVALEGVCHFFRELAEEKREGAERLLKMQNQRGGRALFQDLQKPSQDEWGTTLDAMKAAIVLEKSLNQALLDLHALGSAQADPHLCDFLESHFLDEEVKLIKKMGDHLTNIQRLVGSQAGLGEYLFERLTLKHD
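Horse-spleen apoferritin (10 uM) was mixed with 50% saturated 1-aminoanthracene in PBS, exposed to compounds for 10 min at room temperature, and read for fluorescence (ex 380 nm, em 535 nm). Competitive displacement was fitted with a four-parameter Hill equation.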
BAZ2B inh = inhibitors of human BAZ2B bromodomain; Potency, µM (doses to about 114 µM), inactives show top-dose activity change, negative = inhibition, actives largely listed as inhibitors; AlphaScreen BAZ2B-H3K14Ac peptide displacement; actives 4.4% (n = 360,000); Q9UIF8; further: on the % scale 0 is the no-effect control and ±100 the full control effect; nearly all actives have a fitted effect of over 60% in size
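Complex of BAZ2B and biotin-H3K14Ac (50 nM apiece) forms over 30 min at RT, then faces library compounds up to 110 uM for another 30 min; AlphaScreen beads added, 20 min dark incubation, luminescence read.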
BLM inh = Bloom syndrome helicase (human) inhibition; actives 0.2% (n = 350,000); Potency, µM (highest dose often 56.1 µM), without a hit: at the top dose activity change, negative = inhibition, most hits filed as inhibitors; recombinant BLM DNA unwinding, fluorescence dequenching; P54132;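 further: plate controls were vehicle for no effect and no enzyme for full effect; nearly all actives have a fitted effect of over 35% in size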
Pol kappa inh = inhibitors of human DNA polymerase kappa; Q9UBT6; purified Pol kappa, fluorescent DNA synthesis assay, 10 min; Potency, µM (highest dose often 107 µM), inactives show top-dose activity, negative = inhibition, actives largely listed as inhibitors; actives 0.53% (n = 400,000); AID 588579; further: on the % scale 0 is the no-effect control and ±100 the full control effect
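First, compounds were pin-transferred onto 10 nM Pol kappa. After 15 min at room temperature, substrate was added to 50 nM final. Fluorescence was then measured kinetically at 0 and 10 min.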
G9a inh = G9a (human) methyltransferase inhibition. Q96KQ7. G9a H3K9 monomethylation, AlphaScreen, 2 h. Potency, µM (series often up to 102 µM), inactives show at the top dose activity, negative = inhibition, most hits filed as inhibitors. actives 8.8% (n = 350,000). AID 504332; further: on the % scale 0 is the no-effect control and ±100 the full control effect; nearly all actives have a fitted effect of over 75% in size
Target sequence (Q96KQ7 913-1193 limits assumed): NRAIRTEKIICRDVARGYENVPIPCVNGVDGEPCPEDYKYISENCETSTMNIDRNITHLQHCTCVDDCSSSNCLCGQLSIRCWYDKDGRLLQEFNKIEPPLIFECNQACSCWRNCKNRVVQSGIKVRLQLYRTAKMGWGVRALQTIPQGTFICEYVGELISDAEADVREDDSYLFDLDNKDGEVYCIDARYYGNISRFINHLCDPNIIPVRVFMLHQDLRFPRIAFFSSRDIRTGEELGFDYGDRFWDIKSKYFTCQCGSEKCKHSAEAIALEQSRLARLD
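Chemiluminescent proximity detection of H3K9 monomethylation, read after 10 min bead incubation in the dark. Reaction: 20 nM G9a, 500 nM biotin-H3K9 peptide, 20 uM SAM cofactor, 2 h, room temperature, following 15 min enzyme-compound preincubation.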
POLI inh = inhibitors of human DNA polymerase iota. Q9UNA4. Pol iota fluorescent replication assay, 10 min. Potency, µM (highest dose often 115 µM), for inactives: at the highest dose activity, negative = inhibition, most hits filed as inhibitors. actives 1% (n = 390,000). AID 588590
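Pol iota at 10 nM preincubated 15 min with compounds at room temperature; reaction started with fluorescent substrate, 50 nM final. Fluorescence read kinetically at 0 and 10 min; buffer-only wells as negative control.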
The depositor's hits bear a star; ? = inconclusive; nt = not tested or not shown; & = joins results of further samples; [ ] = dose if it differs, or a comment. The call rests on the fitted dose curve; in most records, active means well fitted curve in the direction sought with a large enough effect; inconclusive means small, poorly fitted or top-dose-only effect, or another doubt; inactive means no such curve, though single readings can be large; an effect the other way counts as inactive or inconclusive. Potency means the concentration at half of the fitted maximal effect. This is a subset; rates above refer to the full screens.

(1) O=C(NCc1ccc(OC(F)(F)F)cc1)C1CC(c2ccccc2[N+](=O)[O-])=NO1 (stereo not drawn)
(2) CC(=O)c1cccc(CN2CCN(Cc3ccc(C)cc3)C(CCO)C2)c1 (stereo not drawn)
(3) Cc1ccc(NC(=O)COc2ncnc3sccc23)cc1S(=O)(=O)N(C)C
(4) COc1ccc(/C=C/C(=O)OCC(=O)Nc2cc3oc4ccccc4c3cc2OC)cc1
(5) COc1ccc(CN2CCNC(=O)C2CC(=O)N(C)CC2CCOCC2)cc1OC (stereo not drawn)
(6) Cc1ccc2c(c1)N(CCC(=O)NC1CC1)C(=O)C(C)O2 (stereo not drawn)

assay / entry	1	2	3	4	5	6
Pol eta inh	-8%	-15%	-1%	nt	-16%	-7%
POLB inh	2%	27%	-6%	17%	0%	44%
APE1 inh	-17%	12%	-6%	3%	58%	-6%
Apoferritin bind	?	-10%	-11%	-8%	-6%	-7%
BAZ2B inh	-7%	7%	-31%	-17%	-16%	27%
BLM inh	-6%	-3%	-2%	-4%	0%	-2%
Pol kappa inh	-1%	2%	-13%	nt	3%	-7%
G9a inh	-2%[0.0925 µM]	nt	-43%	0%	79µM*	-8%[0.0925 µM]
POLI inh	-5%	18%	13%	nt	38%	4%

By substructure, the compounds so far with a carbonyl joined to an NH by a bond outside any ring.
(1) O=C(NCc1ccc(OC(F)(F)F)cc1)C1CC(c2ccccc2[N+](=O)[O-])=NO1 (stereo not drawn)
(3) Cc1ccc(NC(=O)COc2ncnc3sccc23)cc1S(=O)(=O)N(C)C
(4) COc1ccc(/C=C/C(=O)OCC(=O)Nc2cc3oc4ccccc4c3cc2OC)cc1
(6) Cc1ccc2c(c1)N(CCC(=O)NC1CC1)C(=O)C(C)O2 (stereo not drawn)

assay / entry	1	3	4	6
Pol eta inh	-8%	-1%	nt	-7%
POLB inh	2%	-6%	17%	44%
APE1 inh	-17%	-6%	3%	-6%
Apoferritin bind	?	-11%	-8%	-7%
BAZ2B inh	-7%	-31%	-17%	27%
BLM inh	-6%	-2%	-4%	-2%
Pol kappa inh	-1%	-13%	nt	-7%
G9a inh	-2%[0.0925 µM]	-43%	0%	-8%[0.0925 µM]
POLI inh	-5%	13%	nt	4%

Other structures:
(7) CCNC(=S)N(CCc1ccc(OC)c(OC)c1)Cc1cc2cc(OC)ccc2[nH]c1=O
(8) COc1ccc(-c2nn(C)c(=O)[nH]2)cc1
(9) CC(C)Nc1nc(NC(C)(C)C)nc(Oc2ccc(=O)n(-c3ccccc3)n2)n1
(10) CCC(C(=O)Nc1ccc([N+](=O)[O-])cn1)c1ccccc1 (stereo not drawn)
(11) Cc1ccc(C(=O)N2N=C(c3ccc(Br)cc3)CC2c2ccccc2O)cc1 (stereo not drawn)
(12) CCC1CCCCN1C(=O)c1ccc2nc(Cc3ccc(OC)cc3)oc2c1 (stereo not drawn)

assay / entry	7	8	9	10	11	12
Pol eta inh	-3%	-1%	1%	5%	-16%	0%
POLB inh	-1%	-1%	12%	-10%	-27%	-14%
APE1 inh	0%	-1%	0%	-1%	12%	-2%
Apoferritin bind	-15%	-10%	-16%	-23%	-6%	?
BAZ2B inh	-7%	3%	-3%	-8%	0%	-22%
BLM inh	-2%	-1%	1%	4%	-2%	1%
Pol kappa inh	4%	3%	-6%	-9%	0%	0%
G9a inh	nt	6%	7%	-2%	7%	9%
POLI inh	33%[activator]	-15%	10%	10%	154%[activator]	24%

(13) COC(=O)c1ccc(C23CC4(C2)[C@H](CN(C)[C@@H]4c2ccccc2)C3c2ccc(Cl)nc2)cc1 (stereo partly drawn)
(14) COc1ccc(CN(C)CCc2ccccn2)cc1OC
(15) COc1ccc(CCNC(=O)c2ccc(SC)cc2OC)cc1
(16) CN(C)c1nc(Oc2ccc(OCCOc3ccccc3)nn2)nc(N(C)C)n1
(17) Cc1ccc(NC(=O)C(CC(C)C)NC(N)=O)cc1 (stereo not drawn)
(18) N=C1c2ccccc2CN1c1ccc(S(=O)(=O)N2CCCCC2)cc1

assay / entry	13	14	15	16	17	18
Pol eta inh	-21%	-12%	-10%	-15%	-20%	-19%
POLB inh	11%	-2%	32%	2%	-8%	?
APE1 inh	12%&-2%	-3%	1%	-4%	-8%	?
Apoferritin bind	3%&-14%	-4%	-5%	-19%	5%	-13%
BAZ2B inh	-16%	32µM*	-1%	3%	11%	-3%
BLM inh	-3%&-4%	-3%	-6%	-4%	-1%	4%
Pol kappa inh	-7%	0%	-5%	-7%	3%	-1%
G9a inh	0%[59 µM]	3.2µM*	nt	14%[0.501 µM]	16%[59 µM]	0%
POLI inh	16%	?	61%[activator]	-17%	80%[activator]	153%[activator]

In the list so far, 2 have an NH in an aromatic ring:
(7) CCNC(=S)N(CCc1ccc(OC)c(OC)c1)Cc1cc2cc(OC)ccc2[nH]c1=O
(8) COc1ccc(-c2nn(C)c(=O)[nH]2)cc1

assay / entry	7	8
Pol eta inh	-3%	-1%
POLB inh	-1%	-1%
APE1 inh	0%	-1%
Apoferritin bind	-15%	-10%
BAZ2B inh	-7%	3%
BLM inh	-2%	-1%
Pol kappa inh	4%	3%
G9a inh	nt	6%
POLI inh	33%[activator]	-15%

Further records:
(19) CN(C)c1ccc(NC(=O)c2cccc(N3C(=O)CCC3=O)c2)cc1
(20) O=C(COc1ccc(Cl)cc1)OCc1cc(=O)n2nc(-c3cccs3)sc2n1
(21) COc1cccc(NC(=O)c2sc(Cl)nc2C)c1
(22) O=C(CCCCC(=O)NC1CCCC1)NC1CCCC1
(23) O=C(Nc1ccc(Cl)cc1)N1CCN(c2ccccc2)CC1
(24) CCCN1CCCC[C@H]1C(=O)Nc1c(C)cccc1C
(25) Cc1ccccc1OCC(=O)NCC(=O)N/N=C/c1cccc([N+](=O)[O-])c1
(26) CCc1nc2sccc2c(=O)n1N

assay / entry	19	20	21	22	23	24	25	26
Pol eta inh	12%	?	-9%	-19%	-16%	-9%	nt	6%
POLB inh	21%	25µM*	?	0%	48%	nt	-24%	-2%
APE1 inh	?	nt	3%	-3%	-3%	nt	3%	-6%
Apoferritin bind	-14%	3%	-13%	-3%	1%	nt	-4%	1%
BAZ2B inh	-12%	-24%	5%	7%	4%	nt	-11%	2%
BLM inh	-2%	-14%	-5%	-4%	-6%	-7%	-2%	0%
Pol kappa inh	-5%[60.1 µM]	-22%	6%	-7%	1%	8%	nt	-12%
G9a inh	40µM*	13%[59 µM]	nt	-26%[59 µM]	8%[59 µM]	29%[59 µM]	12%	-24%
POLI inh	48%	?	26%	12%	?	-1%	nt	93%[activator]
